From PubChem BioAssay
PKA-R2B activ: activates the human PKA-R2B holoenzyme complex | 340,000 tested, 0.079% active | activation, % at 11.4 µM | PKA-R2B holoenzyme dissociation, Cy5-IP20 fluorescence polarization; R2B truncated from residue 108, S112A mutant; 0% DMSO only, 100% 113 µM cGMP;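 active = activation above a cutoff set at the mean over all compounds plus 3 SD, cut at about 18% in these data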;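 note: higher means more holoenzyme dissociation and a rise in polarization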
Tat transport: inhibitors of E. coli Tat protein transport | inhibition, % at 10 µM | E. coli MC4100 TorA-mCherry Tat export, fluorescence | AID 488895 | 340,000 tested, 0.036% active;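 active = mean replicate inhibition at least 50% and at least half of replicates individually reaching 50%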;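 note: exported cargo escapes ClpAP degradation while cytoplasmic cargo is degraded and loses fluorescence; 0% = median of neutral control wells and 100% = median of NaSCN control wells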
PKA-R1A act: activates the PKA-R1A holoenzyme complex; P00514+P68181; PKA-R1A dissociation, Cy5-IP20 fluorescence polarization; scaled: DMSO 0%, 113 µM cGMP 100%; activation, % at 11.4 µM; 340,000 tested, 0.083% active;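 active = percent activation above the mean of all tested compounds plus 3 SD, cut at about 19% in these data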;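 note: higher means more PKAc released from R1A so a rise in polarization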
E coli growth: counter-screen for AddAB inhibitors: E. coli growth inhibition. AID 449728. inhibition, % at 11.9 µM. 330,000 tested, 0.27% active. E. coli V3065 growth, OD600 absorbance, 18 h;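 active = inhibition above the campaign's mean inhibition across all tested compounds plus 3 SD, cut at about 9.9% in these data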;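 note: uninfected addAB+ strain grown without phage in ampicillin broth; 0% = DMSO wells and 100% = ciprofloxacin 0.95 µg/ml wells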
AddAB inh: less growth of phage-infected E. coli with AddAB. AID 435030. E. coli expressing H. pylori AddAB, absorbance growth. inhibition, % at 11.9 µM. 330,000 tested, 0.29% active; in the data active = inhibition above about 12%;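 note: 0% = vehicle wells of infected cells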
HTR5A inv ctr: HTR5A inverse agonism, opioid heterodimer counter-screen; P47898; HTR5A cell line, luminescence; inhibition, % at 9.3 µM; 340,000 tested, 0.083% active; AID 504634; in the data active = inhibition mostly above about 23%, no sharp cut-off; inactive = mostly below about 18%;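 note: 0% = cells with DMSO and 100% = no-cell wells with DMSO; some compounds called inactive have numbers as strong as hits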
PfHsp90 set2: reduces growth (ATP signal) of yeast expressing P. falciparum Hsp90. 310,000 tested, 0.32% active. S. cerevisiae expressing PfHsp90, BacTiter-Glo ATP, 48 h; yeast lacking PDR1 and PDR3 efflux regulators. inhibition, % at 9.4 µM. AID 504621;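 active = every replicate shows inhibition above about 80%, whatever the replicate mean, limit read from the data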;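 note: 0% = DMSO neutral controls and 100% = 20 µM radicicol positive controls; yeast relying on Plasmodium falciparum Hsp90 in place of its own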
phage Ecoli inh: E. coli growth loss with phage present. inhibition, % at 11.9 µM. 360,000 tested, 0.26% active. AID 651602. growth absorbance; in the data active = inhibition above about 11%
SUMO Mot1 rescue: blocks SUMOylation pathway, rescuing yeast Mot1-301 growth; S. cerevisiae Mot1-301 growth rescue, ATP luminescence, 38.5C; percent above DMSO median, 100 means doubled; growth rescue, % at 18.8 µM; 320,000 tested, 1% active;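 active = every valid replicate shows activation above 250% relative to neutral control wells; inactive = the rest, any valid replicate at or below 250%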;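 note: OY570 slx delta 5 strain wells were the positive control but not used for scaling; some compounds called inactive have numbers as strong as hits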
OPRM1-OPRD1 ag: agonists of human mu-delta opioid receptor heterodimerization. P35372+P41143. cells, OPRM1-OPRD1 heterodimerization, luminescence. activation, % at 9.3 µM. 340,000 tested, 0.3% active; in the data active = activation above about 18%;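 note: 0% = vehicle-treated cells and 100% = reference agonist; values of inactives mirror those of a sister screen read the other way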
Target sequence (P35372 whole entry, looked up): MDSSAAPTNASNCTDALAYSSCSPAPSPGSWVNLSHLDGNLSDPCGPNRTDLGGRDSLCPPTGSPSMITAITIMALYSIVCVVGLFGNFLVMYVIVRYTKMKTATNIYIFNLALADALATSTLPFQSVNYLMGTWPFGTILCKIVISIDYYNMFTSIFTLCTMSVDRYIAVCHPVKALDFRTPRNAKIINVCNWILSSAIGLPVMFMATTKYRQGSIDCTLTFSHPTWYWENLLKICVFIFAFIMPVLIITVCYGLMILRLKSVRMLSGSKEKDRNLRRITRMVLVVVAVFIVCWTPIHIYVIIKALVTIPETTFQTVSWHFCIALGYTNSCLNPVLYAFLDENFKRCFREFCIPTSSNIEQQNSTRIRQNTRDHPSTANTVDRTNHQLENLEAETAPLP
Target sequence (P41143 whole entry, looked up): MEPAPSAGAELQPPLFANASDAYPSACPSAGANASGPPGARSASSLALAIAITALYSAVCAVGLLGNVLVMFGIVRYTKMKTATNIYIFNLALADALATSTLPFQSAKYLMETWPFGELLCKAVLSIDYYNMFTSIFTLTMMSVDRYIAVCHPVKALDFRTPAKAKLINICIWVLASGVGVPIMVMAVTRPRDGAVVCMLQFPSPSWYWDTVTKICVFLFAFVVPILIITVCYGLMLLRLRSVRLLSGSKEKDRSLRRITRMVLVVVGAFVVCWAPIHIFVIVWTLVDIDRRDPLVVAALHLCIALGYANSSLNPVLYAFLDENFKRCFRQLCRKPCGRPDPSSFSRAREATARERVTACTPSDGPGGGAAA
OPRM1-OPRD1 inv: inverse agonist of human OPRM1-OPRD1 heterodimerization | AID 504357 | cell-based MOR-DOR heterodimer luminescence, inverse agonism | 340,000 tested, 0.21% active | inhibition, % at 9.3 µM | P35372+P41143; in the data active = inhibition above about 22%, passing the limit was not always enough;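 note: 0% = cells with DMSO and 100% = wells without cells with DMSO; values of inactives mirror those of a sister screen read the other way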
The depositor's hits bear a star; nt = no result given.

SMILES	PKA-R2B activ	Tat transport	PKA-R1A act	E coli growth	AddAB inh	HTR5A inv ctr	PfHsp90 set2	phage Ecoli inh	SUMO Mot1 rescue	OPRM1-OPRD1 ag	OPRM1-OPRD1 inv
CC(C)c1ccccc1-n1c(SCC(=O)N2CCc3ccccc3C2)nc2ccccc2c1=O	-7	-1	-8	1.9	2.1	-12	7	2.8	-8	5.5	-40
CC(C)COC(=S)Nc1ccccc1	-5	-5	-10	0.8	2.1	9	-1	0.9	15	6.0	-32
Cc1ccc(C(=O)COC(=O)CN2C(=O)C3C4C=CC(C4)C3C2=O)cc1C (stereo not drawn)	-6	-7	2	1.4	0.9	-4	2	0.6	-19	1.1	-6
COC(=O)C(Cc1ccccc1)NC(=O)c1cc(S(=O)(=O)N(C)C)ccc1Cl (stereo not drawn)	5	8	-6	2.2	1.8	23	-48	1.5	9	-0.2	1
Cc1cccc(CCN=c2c([N+](=O)[O-])nn(-c3ccccc3)n2O)c1	16	1	-1	0.7	4.5	-23	-20	4.7	34	6.2	-31
CC1CCCC(NC(=O)CN(C)S(=O)(=O)c2cnc[nH]2)C1C (stereo not drawn)	-10	-9	2	1.0	5.2	2	0	1.1	12	-0.1	0
Cc1ccccc1NC(=O)Nc1nc2ccc(S(C)(=O)=O)cc2s1	-10	0	6	-2.9	2.3	1	1	2.8	71	-1.5	8
Cc1ccc(C(=O)c2sc3c(c2N)c(=O)[nH]c(=O)n3CCc2ccccc2)cc1	1	3	0	-1.6	0.6	9	-11	2.5	12	1.2	-6
CC1CC(C)CN(C(=O)COC(=O)c2cncc(Br)c2)C1 (stereo not drawn)	-4	-10	-11	1.2	-0.2	7	-7	2.0	-6	-3.9	15
CC(C)c1cc(C(=O)Nc2sc3c(c2C#N)CCC3)no1	0	-1	-9	2.7	2.4	0	0	nt	285	-2.3	12
Cc1cc(C(=O)N/N=C/c2c(CO)cnc(C)c2O)c2ccccc2n1	10	-1	-15	-1.8	-1.1	-17	-16	-2.1	-29	-2.3	12
CC1CN(C(=O)c2ccc(NS(=O)(=O)c3ccc(F)c(F)c3)cc2)CC(C)O1 (stereo not drawn)	3	2	6	2.1	5.8	4	0	2.9	-18	0.2	-1
O=C1CC(Nc2ccc(N3CCOCC3)cc2)C(=O)N1Cc1ccccc1 (stereo not drawn)	-3	-2	14	1.1	0.8	-4	-4	0.6	-10	-2.2	12
CCN(C(N)=S)c1ccccc1	9	0	-5	4.3	2.2	3	-8	2.0	-2	-2.8	12
CN1CCN(c2nc(-c3ccccc3)c3cc(Cl)ccc3n2)CC1	5	10	-1	0.5	0.9	7	-109	1.8	-8	2.9	-16
Cn1c(CN2CCN(C(=O)c3ccco3)CC2)nc2cc([N+](=O)[O-])ccc21	0	-3	-4	0.2	2.7	-5	-1	0.9	-11	0.3	-2
CCCSc1nnc(NC(=O)CSc2sc3c(O)cc(=O)[nH]c3c2C#N)s1	-2	-6	-1	-1.1	-0.2	15	-10	2.7	754*	-2.5	14
CCCN(CC(=O)Nc1ccccc1C)C(=O)/C=C/c1cccs1	-1	1	4	1.7	1.7	-4	-58	2.8	nt	-3.6	19
Clc1ccc(-n2cccc2)cn1	-2	-7	3	0.4	3.3	-6	-4	5.5	425	-2.9	14
COc1cc(NC(=O)c2ccc(Cl)cc2)c(OC)cc1Cl	7	-1	2	-0.1	1.7	4	-19	-1.0	-5	2.5	-13
Cc1sc2ncn(CC(=O)NCCCC(=O)N3CCN(c4ccccn4)CC3)c(=O)c2c1C	0	5	-3	-1.0	1.6	4	-2	3.5	-8	-0.4	2
CCC(C)(C)NC(=O)C(c1ccc(OC)cc1)N(C(=O)CCC(=O)Nc1cc(C)on1)C1CC1 (stereo not drawn)	-3	6	7	0.6	4.1	8	5	-0.6	-8	-1.0	6
CCOC(=O)c1nnsc1NC(C)=O	3	2	-11	-1.8	0.3	-35	53	3.1	-9	-3.0	19
COc1ccc(NC(=O)c2sc3nc(C)nc(N4CCOCC4)c3c2C)c(OC)c1	-10	10	-12	-0.6	3.0	-26	-7	1.4	23	-0.6	3
CC(C)(C)OC(=O)N[C@@H](COCc1ccccc1)C(=O)N[C@@H](CO)[C@H](O)[C@@H]1C[C@@H]1C(=O)NC1CC1	-4	-6	1	-2.1	2.3	5	-10	2.0	12	4.1	-23
CCOC(=O)CC(=O)CSc1ncnc2c1oc1ccccc12	-7	0	-14	-1.9	-0.7	-13	-5	0.5	5	-0.1	0
CCOc1ccc(C(=O)Nc2cccc(-c3nc4ccccc4[nH]3)c2C)cc1[N+](=O)[O-]	-8	-1	-20	-1.4	0.7	13	5	-1.3	128	-1.9	10
Cc1onc(-c2c(F)cccc2Cl)c1C(=O)NCCCN1CCOCC1	5	-2	-5	-0.2	1.1	-6	27	nt	-2	-2.1	12
CN(C)CCNc1ncnc2c1sc1nc(N3CCCC3)c3c(c12)CC(C)(C)OC3	-2	9	3	-2.3	-0.8	-21	-5	-0.4	9	0.5	-2
O=C(COC(=O)CCc1ccccc1)Nc1ncc(Cl)cc1Cl	-14	3	-12	-3.7	-0.8	-6	24	2.0	2	2.2	-12
Nc1c2c(nc3ccccc13)CCC2	-5	-1	-14	-0.5	2.2	-48	1	0.6	-2	-1.2	6
CCOc1ccc(C(=O)NCC(=O)OCCN2C(=O)c3ccccc3C2=O)cc1OCC	3	1	1	0.1	1.9	4	16	2.6	-19	-3.6	14
COCCN(C(=O)COC(=O)c1ccc2c(c1)OCCO2)c1c(N)n(Cc2ccccc2)c(=O)[nH]c1=O	-7	2	-6	-0.7	-3.9	-11	20	-1.1	0	-3.9	21
CCc1c(C)sc(NC(=O)Cc2ccccc2C)c1C(=O)N1CCOCC1	4	3	-7	-0.2	-1.7	-4	-12	0.9	10	-4.2	22
CCCCN(C)C(=O)C(Cc1ccccc1)NS(=O)(=O)c1ccc2c(c1)c(=O)n(C)c(=O)n2C (stereo not drawn)	-4	0	-7	0.3	-2.5	4	20	2.4	-10	-3.4	19
COc1cccc(N(C(=O)Cn2nnc(-c3ccc(Cl)cc3)n2)C(C(=O)NCC2CCCO2)c2ccc(C)cc2)c1 (stereo not drawn)	0	-3	3	2.8	1.9	20	-8	3.1	-5	-1.4	7

Printed as active in SUMO Mot1 rescue (from the list above):
SMILES | PKA-R2B activ | Tat transport | PKA-R1A act | AddAB inh | PfHsp90 set2 | phage Ecoli inh | SUMO Mot1 rescue | OPRM1-OPRD1 ag | OPRM1-OPRD1 inv
CCCSc1nnc(NC(=O)CSc2sc3c(O)cc(=O)[nH]c3c2C#N)s1 | -2 | -6 | -1 | -0.2 | -10 | 2.7 | 754* | -2.5 | 14

(list continues)
SMILES	PKA-R2B activ	Tat transport	PKA-R1A act	E coli growth	AddAB inh	HTR5A inv ctr	PfHsp90 set2	phage Ecoli inh	SUMO Mot1 rescue	OPRM1-OPRD1 ag	OPRM1-OPRD1 inv
CCn1cc(C(=O)N2CCCC2)c(=O)c2cc(S(=O)(=O)N3CCOCC3)ccc21	-3	1	-5	-0.2	1.0	7	nt	-1.6	1	-2.1	11
COc1cc2c(=O)n(Cc3ccccc3)c(=O)n(CC(=O)NCc3ccco3)c2cc1OC	-1	-4	-1	nt	nt	2	-13	3.5	nt	2.0	-9
CC1(C2CCCC2)NC(=O)NC1=O (stereo not drawn)	-8	4	-5	nt	nt	-22	-7	2.4	nt	-2.9	15
COc1ccc(S(=O)(=O)Nc2c(O)ccc3ccccc23)cc1OC	-2	-9	0	-2.7	-0.2	2	0	-1.5	-11	8.6	-44
CC(Nc1ccccc1CO)C(=O)Nc1cccc(Cl)c1Cl (stereo not drawn)	-10	0	7	-0.2	2.9	-2	40	-0.2	-32	-0.1	0
CC(=O)Nc1cccc(-c2nnc3n2CC(C)S3)c1 (stereo not drawn)	-8	-3	-1	-0.9	1.0	-12	2	1.9	0	-2.2	10
O=C(CC(c1ccccc1)c1ccccc1)Nc1ncn[nH]1	0	-6	0	-0.4	2.1	-22	-2	2.0	-4	1.3	-7
OC(c1cccc(OCc2ccccc2)c1)c1nnc(-c2ccccc2)o1 (stereo not drawn)	-1	16	1	-0.3	2.1	-8	-57	3.3	nt	6.9	-38
CCCCCCCCS(=O)C1CS(=O)(=O)CC1O (stereo not drawn)	-2	-16	9	0.5	2.5	-12	8	3.8	-9	-3.5	18
COc1ccc(CN2CC(C(=O)NCCc3ccccc3)CC2=O)cc1 (stereo not drawn)	0	-2	-15	-0.2	-1.4	6	-3	-0.3	0	-2.9	16
COc1cc2sc(-c3ccccc3OC)c(-c3ccc(OCCN4CCCCC4)cc3)c2cc1OC	-5	14	5	-1.4	-1.9	-11	9	1.3	-16	1.8	-10
Cc1c(NC(=O)c2cnc(Cl)c(Cl)c2)c(=O)n(-c2ccccc2)n1C	6	-5	-4	3.0	1.4	11	-16	1.5	-13	-0.8	6
Cc1ccc(NS(=O)(=O)c2cccc(C(=O)N(C)Cc3cccs3)c2)cc1	-10	2	-1	3.4	5.3	26	-13	-0.1	-5	-0.6	4
CCOC(=O)N1CCN(c2c(N3CCc4ccccc43)c(=O)c2=O)CC1	11	-3	-13	1.6	2.1	-16	24	-0.9	-22	-2.5	15
O=C(CCC(=O)Nc1ccccc1)NCCO	8	-8	9	-3.4	-5.8	-9	-2	1.6	-6	-1.9	11
O=C(NNC(=S)NCc1ccccc1)c1ccc(Br)o1	-16	13	8	0.3	-2.6	12	-17	3.5	12	0.7	-4
Cc1cc(C)cc(N(CC(=O)N2CCN(Cc3ccccc3)CC2)S(=O)(=O)c2c(C)noc2C)c1	-4	-5	-16	-2.0	3.4	8	-11	1.7	303	-2.5	12
CCOC(=O)c1ccccc1NC(=O)CN1CCC(n2nnc3cc(C(F)(F)F)ccc32)CC1	9	5	-15	1.3	1.3	-11	-20	-0.1	33	0.7	-4
C[C@H](CO)N1C[C@H](C)[C@@H](CN(C)S(=O)(=O)c2cccs2)Oc2ccc(NC(=O)Nc3ccc(C(F)(F)F)cc3)cc2C1=O	-9	8	-10	0.3	2.8	7	-6	0.5	-4	-1.0	6
CCS(=O)(=O)C1=NN2C(=N)/C(=C\c3ccc(OCCOc4cccc(OC)c4)c(OC)c3)C(=O)N=C2S1	6	13	-4	-2.5	-0.5	8	-3	2.6	-6	-3.1	15
COc1cccc(-n2nnnc2SCC(=O)Nc2ccc3c(c2)OCCO3)c1	-8	-10	1	-1.8	0.9	-20	-12	1.3	13	1.5	-8
CN(C1=NC(=O)CS1)c1ccc(O)cc1	-4	-2	-1	0.6	1.0	-4	-25	2.1	11	-1.4	8
Cc1cc2c(=O)n(C)c(SCC(=O)NCC3CCCO3)nc2s1 (stereo not drawn)	-4	-9	-2	nt	nt	-11	8	0.1	nt	-3.3	17
COCCNC(=O)c1ccc(CN2CCc3ccccc3C2)cc1	-24	-6	-3	0.1	0.7	10	2	3.6	-1	-0.8	4
